# Htt clearance: clearance of mutant huntingtin inclusions, primary screen, imaging, HeLa Exon1htt(103Q)mCFP, confocal imaging; 47,000 tested, 0.42% active; inhibition, % at 1.5 µM; aggregate imaging; zero = plate's median compound well;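 active = inhibition of aggregate fluorescence above about 70%, also judged a hit by eye on the cell image, limit read from the data, passing the limit was not always enough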;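 also: cells exposed to compound for three days before fixation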
# Htt clearance grain fraction: second read-out of Htt clearance, no call of its own (marks repeat the call); fraction fluorescence in grains; measured here: aggregate grain fluorescence fraction; active compounds read low;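 scaled fraction of total cell fluorescence in grains with unit not stated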
# Active calls of the source: *. This is a subset; rates above refer to the full screens.
SMILES,Htt clearance,Htt clearance grain fraction
COc1cccc(-c2nc(S(=O)(=O)c3ccccc3)c(N3CCOCC3)o2)c1,29,13
O=C1CC(c2ccccc2)CC(O)=C1C=NCCCN1CCOCC1 (stereo unspecified),-47,28
COc1cc2c(cc1OC)-c1nnc(-c3cccs3)n1C1(CCCC1)C2,-13,45
CC(=O)Nc1ccc(S(=O)(=O)Nc2nc3n(n2)C(c2ccccc2)CC(=O)N3)cc1 (stereo unspecified),41,12
Cc1c(S(=O)(=O)Nc2ccc3c(c2)OCCO3)c(=O)n(C)c(=O)n1C,6,31
O=C(Cn1cnc2c(cnn2-c2ccc(F)cc2)c1=O)OCc1ccccc1,68,5.5
CN1C(=O)CC(NNC(=O)c2ccc(Cl)cc2)C1=O (stereo unspecified),13,35
c1ccc2c(Nc3nc4c(s3)CCCC4)cccc2c1,33,14
CCOC(=O)C1CCCN(c2c(NCCCN3CCCC(C)C3)c(=O)c2=O)C1 (stereo unspecified),37,28
CC(C)Oc1ccc(C2NC(=O)NC2=O)cc1 (stereo unspecified),1,30
CN(C(=O)CN1CCC(NC(=O)C2CCCCC2)CC1)C1CCCCC1,-53,45
COc1ccccc1NC(=O)CN1CCC(n2c(C)nc3cc(F)ccc32)CC1,-29,48
COC(=O)CCC(=O)Nc1cccc(Cl)c1,-12,42
Cc1cc(C)c(C#N)c(SCC2COc3ccccc3O2)n1 (stereo unspecified),25,29
CC(=O)c1c(C)nc2nonc2c1N,-31,58
CCn1c(-c2ccc(N(C)C)cc2)nc2ccccc21,31,25
O=C(Nc1ccccc1)C1CCCCC1,21,15
CCCCn1nnnc1NCc1cc(OC)c(OC)c(OC)c1,-72,53
Cc1cc(C(=O)CSCCCn2c(=O)[nH]c3ccccc32)c(C)n1C,27,27
CCOC(=O)C[n+]1c(C)ccc2c1CCC2,-7,21
COc1ccc(-c2nc(CSCC(=O)N3CCc4ccccc43)c(C)o2)cc1OC,-51,56
O=C(C1CCCCC1)N1CCC(c2nc3c(nnn3Cc3c(F)cccc3Cl)c(=O)[nH]2)CC1,-27,27
O=C(NCc1ccccc1)c1sc(=S)n2c1[nH]c(=O)c1ccccc12,-29,56
O=S(NCc1ccco1)C12CC3CC(CC(C3)C1)C2 (stereo unspecified),31,12
Cc1ccccc1C(=O)NC(C)C(c1cccs1)N1CCOCC1 (stereo unspecified),28,29
Cc1ccc(Cn2c(=O)cc(C(=O)O)c3ccccc32)cc1,22,26
CCOC(=O)c1sc(NC(=O)C2CC=CCC2C(=O)O)nc1C (stereo unspecified),-39,24
COc1ccc(Cl)c(NC(=O)Nc2c(C)n(-c3ccccc3)c(=O)n2C)c1,31,14
CCN(CC)c1ccc(NC(=O)Nc2ccccc2C(F)(F)F)cc1,11,27
CCCC(C)C(=O)Nc1ccncc1 (stereo unspecified),16,17
COc1ccccc1C(=O)N1CCN(C2CCN(Cc3ccccc3)CC2)CC1,-51,27
COc1ccc(CN(Cc2cccnc2)S(=O)(=O)c2ccc(-n3cnnn3)c(C)c2)cc1OC,51,16
Cc1ccc(C)c(OCC(=O)Nc2nonc2NC(=O)COc2cc(C)ccc2C)c1,19,15
Cc1ccccc1Nc1nc(N)nc(CSc2nnnn2-c2ccccc2)n1,26,24
CCOc1ccc(/C(=N\O)C(C)NO)cc1 (stereo unspecified),36,25
C=CCn1c(Cc2c[nH]c3ccccc23)nnc1SCC(=O)NCc1ccccc1,-44,56
CCNC(=O)Cn1cc(C#N)c2ccccc21,28,14
CC(=O)c1c(C)[nH]c(C(=O)N2c3ccccc3CC2C)c1C (stereo unspecified),-72,77
CCOc1ccc(NS(=O)(=O)c2ccc3[nH]cc(C(=O)NCC4CCCO4)c(=O)c3c2)cc1 (stereo unspecified),-18,48
CC(C(=O)N1CCCCC1)N1C(=O)c2ccccc2C1=O (stereo unspecified),38,27
Cc1nc2c(cnn2-c2ccccc2Cl)c(=O)n1-c1ccc(C(C)C)cc1,17,26
Cc1cccc(C(CC(=O)O)n2cccc2)c1 (stereo unspecified),3,37
O=C1c2ccccc2NC(c2ccc(-c3ccc(Br)cc3)o2)N1O (stereo unspecified),12,34
O=c1oc(-c2cccs2)nc2ccc(Br)cc12,46,21
COc1ccc(CCNC(=O)C2CCN(S(=O)(=O)c3cc(OC)ccc3OC)CC2)cc1,1,19

# Sorted by value in Htt clearance (rising): 6 from the list above.
SMILES,Htt clearance,Htt clearance grain fraction
CCCCn1nnnc1NCc1cc(OC)c(OC)c(OC)c1,-72,53
COc1ccccc1NC(=O)CN1CCC(n2c(C)nc3cc(F)ccc32)CC1,-29,48
CCOc1ccc(NS(=O)(=O)c2ccc3[nH]cc(C(=O)NCC4CCCO4)c(=O)c3c2)cc1 (stereo unspecified),-18,48
COc1cc2c(cc1OC)-c1nnc(-c3cccs3)n1C1(CCCC1)C2,-13,45
COC(=O)CCC(=O)Nc1cccc(Cl)c1,-12,42
Cc1ccc(C)c(OCC(=O)Nc2nonc2NC(=O)COc2cc(C)ccc2C)c1,19,15

# (cont.)
SMILES,Htt clearance,Htt clearance grain fraction
O=C(NC1CCCCCC1)C1CCN(C(=O)Cc2ccccc2)CC1,-186,100
Cc1ccc(S(=O)(=O)Nc2ccc3nc(C)sc3c2)cc1,-17,46
Cc1nn(C)c(C)c1S(=O)(=O)N1CCCC(C(=O)NCC2COc3ccccc3O2)C1 (stereo unspecified),21,36
Cc1ccc(NC(=S)NCc2cccnc2)cc1,41,18
CCOC(=O)c1cc(NC(=O)N2CCCc3ccccc32)c(C)nc1C,18,25
CCC1(C)Cc2c(C#N)c(N)n(N)c(=S)c2CO1 (stereo unspecified),-70,33
COCCCn1c2nc3ccccc3nc2c2c(=O)n(Cc3cccs3)cnc21,-64,65
COc1cc(OC)cc(C(=O)Nn2c(C)nc3ccccc3c2=O)c1,63,13
Cc1cccnc1NCC(O)COc1ccccc1 (stereo unspecified),8,18
CCOC(=O)C1C(=O)NC(N2CCCCC2)=NC1c1ccco1 (stereo unspecified),30,11
N#CC1=C(Nc2ccc(Br)cc2)CCC1,-34,23
O=C(OCC(=O)N1c2ccccc2Sc2ccccc21)C1CC(=O)N(Cc2ccco2)C1 (stereo unspecified),-26,26
CCOC(=O)COc1ccc(S(=O)(=O)N2CCc3ccccc3C2)cc1,12,17
CCCCOC(=O)CSc1nc(N)c(C#N)c(-c2ccc(OC)cc2)c1C#N,-16,39
Cc1cccc(C)c1NC(=O)CSc1nnc(Cc2ccccc2)o1,61,7.8

# 6 structures from above, ordered by formula weight, high to low:
SMILES,Htt clearance,Htt clearance grain fraction
COCCCn1c2nc3ccccc3nc2c2c(=O)n(Cc3cccs3)cnc21,-64,65
O=C(NC1CCCCCC1)C1CCN(C(=O)Cc2ccccc2)CC1,-186,100
CCOC(=O)C1C(=O)NC(N2CCCCC2)=NC1c1ccco1 (stereo unspecified),30,11
CCC1(C)Cc2c(C#N)c(N)n(N)c(=S)c2CO1 (stereo unspecified),-70,33
Cc1cccnc1NCC(O)COc1ccccc1 (stereo unspecified),8,18
Cc1ccc(NC(=S)NCc2cccnc2)cc1,41,18

# Later entries:
SMILES,Htt clearance,Htt clearance grain fraction
CC(C)n1c(=O)c2c(O)cc(=O)oc2c2ccccc21,16,32
CC(C)(CNS(=O)(=O)c1ccc(F)cc1)CNS(=O)(=O)c1ccc(F)cc1,1,16
COc1ccc(-c2nnc3c4ccccc4c(C)nn23)cc1S(=O)(=O)N1CCN(CCO)CC1,0,19
COC(=O)c1ccccc1NC(=O)c1cc(-c2cccs2)on1,-25,44
CCOC(=O)/C(C#N)=C1\Nc2ccccc2N=C1N(CC(C)C)CC(C)C,-13,43
Cn1c(=O)n(Cc2ccccc2F)c2ccccc21,48,10
CCOC(=O)N1CCC(NC(=O)c2csc3c2CCCC3)CC1,18,30
Cc1cc(C)cc(Nc2cc(=O)n(C3CCCCC3)c(=O)[nH]2)c1,-32,40
O=C(c1ccco1)N(Cc1cc2ccccc2[nH]c1=O)C1CCCCC1,63,7.5
CC1=C(C(=O)Nc2cccc(C)n2)C(c2ccc3c(c2)OCO3)C2=C(CC(c3ccco3)CC2=O)N1 (stereo unspecified),-28,23
CC1=CC(C)(C)N(C(=O)CSc2nnc(-c3ccc(C)cc3)o2)c2ccc(C)cc21,-11,26
COC(=O)c1ccccc1NS(=O)(=O)c1ccc2c3c(cccc13)C(=O)N2,6,34
COc1cccc(C(=O)Nc2ccc(C)cc2)c1,62,7.6
FC(F)(F)c1ccc(N2CCOCC2)c(Nc2nc3ccccc3n3cnnc23)c1,2,36
Cc1cccc(N/C(N)=N/c2nc3c(c(=O)[nH]2)CCCC3)c1,38,13
Cc1ccc(-c2noc(COc3ccc4c(c3)OCO4)n2)cc1,24,15
CCOC(=O)C1(S(=O)(=O)c2ccc(Cl)cc2)CCN(Cc2ccc(Cl)cc2)CC1,-71,64
COc1ccc(OC)c(S(=O)(=O)n2nnc3cc(Cl)ccc32)c1,33,23
CCc1cc2c(=O)c(Oc3ccccc3)c(C)oc2cc1O,-18,24
CC1CCN(C(=O)CSc2nnc(CN3CCOCC3)n2-c2ccccc2)CC1,-101,34
O=C(NC1CCCCC1)N1CCC(c2nc(-c3ccc(S(=O)(=O)N4CCCC4)cc3)no2)CC1,24,22
CCOC(=O)c1cn(CC)c2ccc(Br)cc2c1=O,-37,41
Cc1ccc(CC(=O)Nc2nc3ccccc3[nH]2)cc1C,-50,60
Cc1cc(=O)oc2cc(OCC(=O)OCC(=O)NCc3ccc4c(c3)OCO4)ccc12,10,16
CC(=O)C1=C(C)Nc2cc(C(F)(F)F)ccc2S1,-15,23
Cc1sc(NC(=O)c2ccco2)c(C(c2ccncc2)N2CCOCC2)c1C (stereo unspecified),-13,41
COc1ccc(OCC(O)Cn2c(Br)nc3c2c(=O)[nH]c(=O)n3C)cc1 (stereo unspecified),-52,29
CCCC(=O)n1nc(-c2ccco2)nc1N,48,20
C/C(=C\C(=O)c1ccc(Br)cc1)NCc1ccc(C)cc1,15,20
COc1ccc(-n2c(Cc3cc(=O)[nH]c(=O)[nH]3)nnc2SCc2ccccc2)cc1,-54,69
Cc1ccc(C)n1NC(=O)c1ccccc1Cl,-51,28
Cc1nnc(NC(=O)Nc2cccc(Cl)c2)s1,11,15
CN(C)CCOc1ccccc1C(C)(C)C,-13,22
O=C(NCc1ccccc1Cl)C1CCCN(S(=O)(=O)c2cnc[nH]2)C1 (stereo unspecified),34,30
CCOc1nc(C)ccc1-c1noc(-c2ccncc2)n1,-4,20
CC(=O)C1=C(C)NC(SCC(=O)c2ccc(F)cc2)=C(C#N)C1c1ccco1 (stereo unspecified),25,33
CCC(Sc1nc(=O)cc(N)n1-c1ccccc1)C(=O)Nc1cc(C)on1 (stereo unspecified),1,39
CCn1c(COc2ccccc2C)nnc1SCC(=O)CC(=O)Nc1ccccc1,-22,45
Cc1cnn(-c2ccc3nnc(-c4ccc(Cl)cc4)n3n2)c1,-28,51
COc1ccc(C2(O)CCN(CCCCOc3ccccc3)CC2)cc1,31,24
O=C1CCCN1c1cccc(Br)c1,17,16
O=C1CC(C2CCCO2)C(=O)N1c1ccccc1 (stereo unspecified),-5,19
CC(=O)N(CCP(=O)(c1ccccc1)c1ccccc1)Cc1ccco1,28,26
CCc1nc(NCC2CCCN2CC)c2nnn(Cc3ccccc3F)c2n1 (stereo unspecified),-52,64
COc1cc(C(=O)Nc2ccc(-n3cnnn3)c(C)c2)cc(OC)c1OC,7,17
CN(CC(=O)NC1CCCCC1)S(=O)(=O)c1ccc(Cl)cc1,-30,24
Cc1ccnc(N(C(=O)c2cccs2)C(=O)c2cccs2)c1,-16,23
N#C/C(=C\c1cccc(Cl)c1)c1n[nH]c(Cn2cncn2)n1,45,17
Cc1cc(CC(C)C)n(-c2nc3ccccc3c(=O)n2OCC(N)=O)n1,23,31
COc1ccc2[nH]c(=O)c(C(c3nnnn3C3CCCC3)N3CCN(Cc4ccc5c(c4)OCO5)CC3)cc2c1 (stereo unspecified),-34,25
Cc1c(Br)c([N+](=O)[O-])nn1CC(=O)NCc1ccccn1,-13,43
Cc1ccc(SCCNC(=O)/C=C/c2ccccc2Cl)cc1,41,18
O=C(CN1C(=O)c2cccc3cccc1c23)NCC1CCCO1 (stereo unspecified),35,13
C=CCSc1nc(Cc2ccc(Cl)cc2)nc2ccccc12,-18,37
COC(=O)c1oc2ccc(Br)cc2c1NC(=O)CN1CCN(C)CC1,5,19
O=C1c2ccccc2C(=O)N1CCSc1nncs1,-1,34
O=C(c1ccc(F)cc1)c1c[nH]c(C(=O)NCCCN2CCOCC2)c1,41,23
N#C/C(=C/Nc1ccccc1)c1ccsc1,-37,32
c1ccc(-c2nnc(-c3ccco3)n2-c2ccccc2)cc1,-38,61
C#CCN1C(=O)C(O)(CC(=O)c2ccc3c(c2)OCCO3)c2ccccc21 (stereo unspecified),7,48
# (next part)
SMILES,Htt clearance,Htt clearance grain fraction
COC(=O)c1sc(N)c(C(=O)OC)c1CSc1nc2sc3c(c2c(=O)n1C)CCC3,-107,36
N=c1n(CCO)c2ccccc2n1Cc1ccc(Cl)cc1,-1,37
CC(=O)c1ccc(OCC(O)CN2CC(C)OC(C)C2)cc1 (stereo unspecified),53,8.4
Cc1ccoc1C(=O)NCCCNC(=O)c1occc1C,-62,57
c1ccc(Cc2nnc3sc(-c4cccs4)nn23)cc1,-174,49
OCCNc1nc(-c2cccnc2)nc2ccccc12,-7,36
COC(=O)C12CC3CC(C1)CC(n1cnc(Cl)n1)(C3)C2,-20,20
O=C(CSc1nnc(Cc2cccs2)n1Cc1ccco1)Nc1cccc(Cl)c1,23,15
O=C(c1ccccc1NS(=O)(=O)c1ccc(Br)s1)N1CCOCC1,1,17

# Single records (already shown).
# Profile of Cc1ccoc1C(=O)NCCCNC(=O)c1occc1C : Htt clearance: -62; Htt clearance grain fraction: 57
# Profile of O=C(c1ccccc1NS(=O)(=O)c1ccc(Br)s1)N1CCOCC1 : Htt clearance: 1; Htt clearance grain fraction: 17
